# Cav32 inh: inhibitors of human Cav3.2 T-type calcium channel; O95180; Cav3.2-expressing cells, Fluo-4 calcium fluorescence FDSS; hits give low values; B-score at 10 µM; 100,000 tested, 4% active; AID 449739;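 active = single-dose well whose peak fluorescence ratio is a statistical outlier from its plate by either plate-standardised score or position-corrected B-score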
# Target sequence (O95180 whole entry, looked up): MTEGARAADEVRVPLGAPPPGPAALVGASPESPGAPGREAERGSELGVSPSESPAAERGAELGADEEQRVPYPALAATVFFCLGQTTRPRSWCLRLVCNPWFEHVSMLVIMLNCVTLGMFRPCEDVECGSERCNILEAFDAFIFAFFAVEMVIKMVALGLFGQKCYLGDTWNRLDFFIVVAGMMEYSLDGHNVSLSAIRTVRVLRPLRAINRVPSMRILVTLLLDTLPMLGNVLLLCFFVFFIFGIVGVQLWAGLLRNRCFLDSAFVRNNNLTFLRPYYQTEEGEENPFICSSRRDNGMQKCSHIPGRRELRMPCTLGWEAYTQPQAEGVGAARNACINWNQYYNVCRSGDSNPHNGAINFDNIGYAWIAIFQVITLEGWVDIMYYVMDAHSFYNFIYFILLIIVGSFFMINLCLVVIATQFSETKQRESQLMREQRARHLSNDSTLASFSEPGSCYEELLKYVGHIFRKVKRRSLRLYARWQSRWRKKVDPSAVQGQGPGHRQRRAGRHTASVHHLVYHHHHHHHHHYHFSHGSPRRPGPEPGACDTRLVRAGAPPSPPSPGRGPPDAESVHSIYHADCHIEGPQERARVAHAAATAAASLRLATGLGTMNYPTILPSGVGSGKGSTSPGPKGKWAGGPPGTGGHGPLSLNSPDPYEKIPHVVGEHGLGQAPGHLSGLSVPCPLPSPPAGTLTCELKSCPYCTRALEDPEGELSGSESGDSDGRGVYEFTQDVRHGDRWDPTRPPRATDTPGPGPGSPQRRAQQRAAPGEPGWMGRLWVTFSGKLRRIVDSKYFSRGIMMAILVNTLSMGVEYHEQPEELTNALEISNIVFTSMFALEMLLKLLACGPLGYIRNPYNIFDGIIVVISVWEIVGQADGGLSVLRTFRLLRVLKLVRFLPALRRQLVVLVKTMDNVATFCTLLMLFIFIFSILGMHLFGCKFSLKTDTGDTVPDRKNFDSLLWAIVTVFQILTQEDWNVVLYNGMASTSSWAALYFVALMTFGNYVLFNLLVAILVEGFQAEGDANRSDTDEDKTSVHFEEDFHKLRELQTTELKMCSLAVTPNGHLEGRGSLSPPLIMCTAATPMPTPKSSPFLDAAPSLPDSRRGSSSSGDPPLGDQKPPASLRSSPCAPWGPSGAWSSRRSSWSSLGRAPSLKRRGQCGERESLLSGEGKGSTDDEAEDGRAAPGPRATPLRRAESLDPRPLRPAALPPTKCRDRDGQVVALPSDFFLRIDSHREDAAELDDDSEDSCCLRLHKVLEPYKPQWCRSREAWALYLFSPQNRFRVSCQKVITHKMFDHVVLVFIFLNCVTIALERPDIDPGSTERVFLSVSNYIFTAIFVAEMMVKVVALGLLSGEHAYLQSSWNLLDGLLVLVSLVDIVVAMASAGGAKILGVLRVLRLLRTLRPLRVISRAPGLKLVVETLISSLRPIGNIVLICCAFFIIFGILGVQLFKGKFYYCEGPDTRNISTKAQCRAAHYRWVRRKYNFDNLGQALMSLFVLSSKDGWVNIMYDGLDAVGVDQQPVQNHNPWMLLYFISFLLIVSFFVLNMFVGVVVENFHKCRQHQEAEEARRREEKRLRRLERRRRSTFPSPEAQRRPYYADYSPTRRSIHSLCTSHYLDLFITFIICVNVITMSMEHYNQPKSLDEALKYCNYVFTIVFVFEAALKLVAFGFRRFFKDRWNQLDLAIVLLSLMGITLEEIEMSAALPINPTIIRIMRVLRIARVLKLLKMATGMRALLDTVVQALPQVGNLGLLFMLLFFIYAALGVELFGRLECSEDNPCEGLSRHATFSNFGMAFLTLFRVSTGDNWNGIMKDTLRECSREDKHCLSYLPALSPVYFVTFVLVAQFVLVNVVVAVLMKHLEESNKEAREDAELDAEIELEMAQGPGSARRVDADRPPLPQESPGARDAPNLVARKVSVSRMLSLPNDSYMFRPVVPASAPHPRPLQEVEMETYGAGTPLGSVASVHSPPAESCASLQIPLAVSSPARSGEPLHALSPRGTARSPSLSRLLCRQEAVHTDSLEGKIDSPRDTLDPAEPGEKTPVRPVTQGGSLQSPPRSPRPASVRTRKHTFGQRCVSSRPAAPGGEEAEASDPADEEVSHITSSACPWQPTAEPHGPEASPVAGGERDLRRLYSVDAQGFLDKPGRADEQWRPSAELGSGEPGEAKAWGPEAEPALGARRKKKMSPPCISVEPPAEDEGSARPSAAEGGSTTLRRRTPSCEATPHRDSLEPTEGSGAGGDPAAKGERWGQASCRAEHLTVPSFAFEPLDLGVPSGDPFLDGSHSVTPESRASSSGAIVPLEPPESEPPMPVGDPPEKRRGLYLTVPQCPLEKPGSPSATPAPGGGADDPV
# Starred values were filed as active, the others as inactive.
# Start of the data: the first four compounds, ahead of the listing:
Compound | Cav32 inh
CCN(CC)c1nc2n(c(=S)n1)CCS2 | 0.51
CC1CCc2c(sc3ncnc(NCCN4CCOCC4)c23)C1 (stereo unspecified) | 0.61
COc1ccc(-c2csc3ncnc(NCCN4CCOCC4)c23)cc1 | 1.7
O=C(C(Sc1ccccc1)c1ccccc1)N1CCN(c2ccccc2F)CC1 (stereo unspecified) | -4*

# Results, previewed entries included:
Compound | Cav32 inh
CCN(CC)c1nc2n(c(=S)n1)CCS2 | 0.51
CC1CCc2c(sc3ncnc(NCCN4CCOCC4)c23)C1 (stereo unspecified) | 0.61
COc1ccc(-c2csc3ncnc(NCCN4CCOCC4)c23)cc1 | 1.7
O=C(C(Sc1ccccc1)c1ccccc1)N1CCN(c2ccccc2F)CC1 (stereo unspecified) | -4*
CCOC(=O)c1ccccc1NC1c2ccccc2C(=O)N1c1ccc(C)cn1 (stereo unspecified) | -1.2
CCOC(=O)CN1C(=O)COc2ccc(C(C)(C)C)cc21 | -0.49
Cc1sc(NC(=O)CSC2=NCCS2)nc1-c1ccccc1 | -4.4*
CCCCCOC(=O)c1ccc(OC(=O)c2cncc(Br)c2)cc1 | -1.4
COC(=O)c1c(NC(=O)Cc2cccs2)sc(C)c1C | -3.3
COC(C[C@H]1O[C@H]1[C@@H](O)[C@@H](C)OCc1ccccc1)OC | -0.65
O=S1(=O)C=C(Sc2nc3cc(Cl)ccc3o2)c2ccccc21 | 1
CN(C)S(=O)(=O)c1ccc(N2CCCC2)c(C(=O)NC(c2ccccc2)c2ccccc2)c1 | -4.3*
O=C(c1ccc(Cl)c(Cl)c1)N1CCC(=O)N(C(CO)Cc2ccccc2)CC1 (stereo unspecified) | 0.19
COc1cnc(-c2ccccn2)nc1Sc1c(Cl)cccc1Cl | -2.2
Cc1c(-c2ccccc2)nc2ccccc2c1C(=O)Oc1ccc([N+](=O)[O-])cc1 | 0.38
Cc1cc(C)c2c(n1)nn1c(C3CC3)cc(C(F)(F)F)nc21 | -0.86
O=c1oc2cc(Oc3c([N+](=O)[O-])cc(C(F)(F)F)cc3[N+](=O)[O-])ccc2c2c1CCCC2 | -1
Cc1ccccc1NS(=O)(=O)c1ccc(NC(=O)CSCc2ccc(Br)cc2)cc1 | -0.67
CC(C)(C)c1ccc(-c2c(C#N)c(N)nc3c2CCCC3)s1 | -0.21
COc1ccccc1-c1nc(C#N)c(N2CCc3ccccc3C2)o1 | -2.3
COc1ccc(/C(C)=N/NC(=O)c2ccc(CSc3cccc4cccnc34)cc2)cc1OC | -2.7
O=C(NCc1ccc(Cl)cc1)c1ccccc1Oc1ccccc1 | -1.8
O=C(NCc1cccc(Cl)c1)c1ccco1 | 0.049
CN(CCCNC(=O)c1ccc(/C=N/O)nc1)CCCN(C)Cc1ccccc1 | -0.42
Cc1ccc(-n2nc3ccc(NC(=O)/C=C/c4ccco4)cc3n2)cc1C | -1.1
CC(C)COC(=O)C(N)C(C(=O)OCC(C)C)c1ccccc1 (stereo unspecified) | -2.3
Cc1ccc(S(=O)(=O)c2nc(S(C)(=O)=O)sc2NCC2CCCO2)cc1 (stereo unspecified) | 1.2
O=C(NNc1ncc(C(F)(F)F)cc1Cl)c1c(Cl)cccc1Cl | -0.26
Cc1cc(NC(=O)CN2C(=O)C3CC=CCC3C2=O)no1 (stereo unspecified) | 0.21
Cn1c(SCC(=O)NC2CCCCC2)nnc1-c1cc2cc(Cl)ccc2o1 | -0.0028
O=C(CN(CCc1ccccc1)C(=O)CNS(=O)(=O)c1ccc(F)cc1)NCC1CCCO1 (stereo unspecified) | -0.23
CNC(=O)c1sccc1-n1cccc1 | 0.93
COc1cccc(-c2nn(C)c3sc(C(=O)NCc4ccc5c(c4)OCO5)cc23)c1 | -1.8
CCCCN(CCCC)C(=O)/C=C/c1cccc([N+](=O)[O-])c1 | -6*
CCOc1ccc(OCC)c(NS(=O)(=O)c2ccc3c(c2)CCN3C(=O)C2CCC2)c1 | -0.84
CC(C)CCNc1nc2c(c(=O)n(Cc3cccc(F)c3)c(=O)n2C)n1C | -3.9
O=C1NC2C(NC(=O)N2C2CCCCC2)N1C1CCCCC1 (stereo unspecified) | -0.23
O=C(Nc1ccccc1)c1ccc2c(c1)OCCO2 | 1.1
CC(=O)c1ccc(S(=O)c2ccccc2)cc1 (stereo unspecified) | -0.19
CCOC(=O)N1CCC(NC(=O)C2CCN(C(=O)N3CC(C)Oc4ccc(C)cc43)CC2)CC1 (stereo unspecified) | -1.1
CC(=O)OC1CCC(OC(C)=O)c2c1n([O-])c(C)c(C)[n+]2=O (stereo unspecified) | 1.6
Cc1csc(SCCn2c(Br)nc3c2c(=O)[nH]c(=O)n3C)n1 | 1.3
CCN1CCN(C(=O)c2cc3c(s2)-c2ccccc2S(=O)(=O)C3)CC1 | 0.096
CCN1C(=S)SC(=O)C1=C1C=C(C)OC(C)=C1 | -0.15
COCCOC(=O)c1c(C)oc2ccc(OC(=O)c3c(OC)cccc3OC)cc12 | -1.4
CCCCNS(=O)(=O)c1ccc2nc(SCC(=O)N3CC(C)OC(C)C3)[nH]c2c1 (stereo unspecified) | 0.73
CC(C)Sc1nc2c(c(=O)n1-c1ccc(F)cc1)SCC2 | -0.69
O=C(Cc1ccsc1-c1ccccc1)NO | -1.3
COc1ccc(NC(=O)CN(c2ccc(C)cc2)S(=O)(=O)c2c(C)nn(C)c2C)cc1OC | 1.1
COc1ccc(S(=O)(=O)N(CCCN2CCCC2=O)Cc2cc3c(C)cc(C)cc3[nH]c2=O)cc1 | -0.52
O=C(CCCN1C(=O)c2cccc3cccc(c23)C1=O)N1CCN(Cc2ccc3c(c2)OCO3)CC1 | -2.9
CC(C)C(=O)N1CCC2(CC1)Oc1ccc(Cl)cc1C(=O)C21CC(c2ccc(Cl)cc2)=NO1 (stereo unspecified) | -0.44
CC1C[C@@]2(NC(=O)NC2=O)C(C)CN1C (stereo partly specified) | -0.21
Brc1ccc(C2Nc3cccc4cccc(c34)N2)o1 | -5.4*
Cn1c(SCC(=O)Nc2ccccc2-c2ccccc2)nnc1-c1ccco1 | 0.46
O=C(Nc1ccccc1-c1nc2ccccc2[nH]1)c1ccc(S(=O)(=O)N2CCCCC2)cc1 | 0.16
CC(C)(C)n1nnnc1C(c1cccc(C#N)c1)N1CCN2CCCC2C1 (stereo unspecified) | -0.0063
CC1C(=O)CC(c2ccccc2)NC1c1ccccc1 (stereo unspecified) | 0.061
CCCc1[nH]nc2c1C1(CCOC1C)C(C#N)=C(N)O2 (stereo unspecified) | -0.0079
Cc1ccc(-c2cc(NC(=O)CSc3n[nH]c(N)n3)n(-c3ccccc3)n2)cc1 | 1.3

# (more compounds)
Compound | Cav32 inh
Cc1ccc(S(=O)(=O)Nc2ccc(S(=O)(=O)Nc3ncccn3)cc2)cc1 | 0.017
O=C(N1CCOCC1)N1CCN(C(=O)N(c2ccccc2)c2ccccc2)CC1 | 0.066
O=C(COc1ccccc1Cl)N1CCN(c2ncccn2)CC1 | 0.73
O=C(Nc1ccc(Cl)cc1F)c1ccc(COc2c(F)c(F)c(F)c(F)c2F)o1 | 2
CC(=O)c1c(C)nc(C)nc1NC(=O)Cc1ccccc1 | 0.051
CN1C(=O)S/C(=C/c2cccnc2)C1=O | 2.2
O=C1c2oc3ccc(Cl)cc3c(=O)c2C(c2ccccn2)N1CCCN1CCOCC1 (stereo unspecified) | 0.72
O=C1CCCN1CCNC(=S)Nc1ccccc1 | 0.36
COC(=O)Cn1cc(C(=O)c2ccco2)c2ccccc21 | 0.09
CCn1c(SCc2ccc(C#N)cc2)nnc1-c1ccc(S(=O)(=O)N2CCCCC2)cc1 | -1.7
CCNC(=O)C1CN(S(=O)(=O)c2ccccc2)CCN1S(=O)(=O)c1ccccc1 (stereo unspecified) | 1.9
CSc1nc2sc3c(c2c(=O)n1C)CCCC3 | 0.42
Cn1c(=O)c2c(ncn2CC(=O)Nc2ccccc2)n(C)c1=O | 0.66
Cc1oc(CC(C)C)cc1C(=O)Nc1ccc(C(=O)O)cc1 | 1.3
COc1ccc(C(=O)N2CCCC2)cc1S(=O)(=O)N1CCC(C)CC1 | 1.7
Cc1ccc(C(=O)Nc2nc3ccc(S(C)(=O)=O)cc3s2)s1 | 0.67
CCCCC(=O)Oc1ccccc1C1SCc2cc(C)c(C)cc2CS1 | 0.13
Cc1ccc(S(=O)(=O)c2c(COC(=O)c3ccc(Cl)cc3)c(-c3ccccc3)nn2C)cc1 | -2.5
COc1cc(CCC(=O)N2CCN(S(=O)(=O)c3ccc(C)c(C)c3)CC2)cc(OC)c1OC | 0.6
CC1CCCCN1C(=O)c1ccccc1NC(=O)c1ccco1 (stereo unspecified) | -0.013

# Copied from the listing (2 entries):
Compound | Cav32 inh
Cc1ccc(S(=O)(=O)c2c(COC(=O)c3ccc(Cl)cc3)c(-c3ccccc3)nn2C)cc1 | -2.5
COc1cc(CCC(=O)N2CCN(S(=O)(=O)c3ccc(C)c(C)c3)CC2)cc(OC)c1OC | 0.6

# Next part.
Compound | Cav32 inh
O=S(=O)(NCCSCc1c(Cl)cccc1Cl)c1ccc2c(c1)OCCO2 | -3.6
N/C(=N\OC(=O)C12CC3CC(CC(C3)C1)C2)c1ccccc1 | 0.052
COc1cc(C2=NOC(C(=O)NCc3cccs3)C2)cc(OC)c1OC (stereo unspecified) | 0.47
CC(=O)[C@@H]1[C@@H](C)N(Cc2ccccc2)C(=O)N[C@H]1c1cccc(C(F)(F)F)c1 | 1
C/C=C(\C)c1nnc(NC(=O)c2ccco2)s1 | 0.077
Cc1cccc(C(C)(C)C)c1OCCn1ccnc1 | -1.5
COc1ccc(-c2nn[nH]n2)cc1OC | -0.49
CCn1c(COc2cccc(OC)c2)nnc1SCC(=O)Nc1cc(OC)ccc1OC | 0.5
CCN(CC)S(=O)(=O)c1ccc2c(c1)nc(SCC(=O)NC1CC1)n2-c1ccccc1OC | -3.4
CCOc1ccc(-c2nnc(NC3=NCCCCC3)o2)cc1 | 0.19
Cc1ccc(C2C(C(=O)c3sc(C)nc3C)=C(O)C(=O)N2CCN2CCOCC2)o1 (stereo unspecified) | 0.0049
CCOC(=O)Nc1ccc(=O)n(Cc2c(Cl)cccc2Cl)c1 | -0.0093
N/C(Cc1ccc([N+](=O)[O-])cc1)=N\OC(=O)c1ccc2ccccc2c1 | -1.8
COc1cccc(NC(=O)N(C2CCCCC2)C(C)c2cccs2)c1 (stereo unspecified) | -1.8
CCOC(=O)CSCc1c(C#N)c2ccccc2n1C | -0.75
CCN(CC)C(=O)n1nc(C)c(CN2C(=O)c3ccccc3C2=O)c1C | -0.052
OCC1OC(n2cnc3c(NC4CCCC4)ncnc32)C(O)C1O (stereo unspecified) | 0.67
O=C1c2ccccc2C(=O)N1Cc1cc(-c2ccccc2)no1 | -0.71
Oc1cc2c(cc1CN1CCN(c3cccc(C(F)(F)F)c3)CC1)CCC2 | -0.8
Clc1ccc(OCCn2ccnc2)c(Br)c1 | 0.16
Cc1ccc(S(=O)(=O)N2CCC(C(=O)N3CCC(C(=O)NCc4cccnc4)CC3)CC2)cc1 | 0.34
CN(C)c1ccc(NC(=S)NC(=O)/C=C/c2ccc(Cl)cc2)cc1 | 0.61
O=C(COC(=O)C1(c2ccc(Cl)cc2)CCCC1)NC1CCS(=O)(=O)C1 (stereo unspecified) | 0.62
O=C(O)c1nn2c(c1Br)NC(c1ccccc1)CC2C(F)(F)F (stereo unspecified) | 1.5
Cc1ccc(NC(=S)NNC(=O)Cn2nc([N+](=O)[O-])cc2C)cc1 | 0.31
CCOC(=O)c1[nH]nc(C(=O)c2ccc(Br)cc2)c1O | -0.16
COc1nc(-c2ccc(C)cc2)ccc1-c1noc(-c2ccco2)n1 | 0.3
CCSC1=C(C#N)C(c2ccc(Cl)cc2)C2=C(CCCC2=O)N1 (stereo unspecified) | -0.57
CC(C)(CO)N=Cc1c(O)[nH]c2ccccc12 | 1
COc1ccc(CN2C=C3C(=O)C(C)(OC(=O)CCc4ccccc4)C(=O)C=C3C=C2c2ccc(C#N)cc2)cc1 (stereo unspecified) | -0.3
COc1ccc2sc(N3C(=O)CC(Cc4cccc(C)c4)C3=O)nc2c1 (stereo unspecified) | -0.87
CC(=O)N(Cc1ccco1)C1(C(=O)NC2CCCC2)CCCCC1 | -0.74
CN1CCN(c2ccccc2NC(=O)c2ccc(OCc3ccccc3)cc2)CC1 | -1.8
CCOc1ccc(CC(C(N)=O)C(N)=O)cc1CN(C)C | 1.3
CCN(CC)S(=O)(=O)c1ccc(OC)c(NC(=O)c2cc([N+](=O)[O-])ccc2Cl)c1 | 1
Cc1cccc(NC(=O)C2(C)CC3c4ccccc4C2c2ccccc23)c1 (stereo unspecified) | 0.45
CC(=O)c1ccc(-n2nnnc2SCC(=O)N2CCc3ccccc3C2)cc1 | 1
O=C(c1cccnc1NCc1ccc(F)cc1)N1CCOCC1 | 1.4
COc1ccccc1NC(=O)c1ccc(S(=O)(=O)N2CCOCC2)cc1 | 0.073
Cc1c(C(=O)OCC(=O)N2CC(=O)Nc3ccccc32)oc2ccccc12 | -0.94

# As entered above:
# Entry of `CC1C[C@@]2(NC(=O)NC2=O)C(C)CN1C` (stereo partly specified) in Cav32 inh: -0.21
# Entry of `CC(C)Sc1nc2c(c(=O)n1-c1ccc(F)cc1)SCC2` in Cav32 inh: -0.69
# Entry of `OCC1OC(n2cnc3c(NC4CCCC4)ncnc32)C(O)C1O` (stereo unspecified) in Cav32 inh: 0.67
# Entry of `COC(C[C@H]1O[C@H]1[C@@H](O)[C@@H](C)OCc1ccccc1)OC` in Cav32 inh: -0.65
# Entry of `COCCOC(=O)c1c(C)oc2ccc(OC(=O)c3c(OC)cccc3OC)cc12` in Cav32 inh: -1.4
# Entry of `O=S1(=O)C=C(Sc2nc3cc(Cl)ccc3o2)c2ccccc21` in Cav32 inh: 1

# The results go on.
Compound | Cav32 inh
O=S(=O)(c1cccc2nsnc12)N1CCN(C/C=C/c2ccccc2)CC1 | -2.9
O=C(O)c1cc(S(=O)(=O)NCc2ccco2)c(Cl)cc1Cl | -2.8
CC(C)n1c(SCC(=O)c2ccc3c(c2)OCCO3)nc2c1c(=O)n(C)c(=O)n2C | -0.031
CCc1ccc(-c2nc(CN3CCC(C(=O)NCCN(CC)c4ccccc4)CC3)c(C)o2)cc1 | -7.5*
COc1ccc(C)cc1NC(=O)C1CCCN(S(=O)(=O)c2cnc[nH]2)C1 (stereo unspecified) | 0.61
COc1ccc(S(=O)(=O)NCCSC(C)(C)C)cc1 | -0.21
C#Cc1ccc([C@@H]2C=C(C(=O)NCc3ccccc3)O[C@H](OCCCCO)C2)cc1 | -0.47

# Some of the compounds tested; rates above refer to the full screens.
